Screens: PubChem BioAssay, several laboratories
SV40 large T antigen – SV40 large T antigen inhibitors, biochemical (AID 1903). SV40 large T antigen ATPase/helicase inhibition assay; higher % means a stronger effect. inhibition, % at 20 µM, or IC50 in µM where a hit was titrated. 310,000 compounds, 0.39% hits; in the data active = a potency from the dose series; inconclusive = inhibition mostly from about 32% at the one dose, without a potency; inactive = the rest, 99 in 100 with inhibition below about 32%; also: strong numbers were not always called active
Siah-1 displacement – Siah-1 peptide-binding antagonists, primary screen, biochemical, fluorescence polarization, rhodamine-plectin, uHTS (AID 1817); displacement, % at 20 µM; hits with a dose series show IC50 in µM; E3 ubiquitin-protein ligase SIAH1 (Homo sapiens); Siah-1 / rhodamine-plectin peptide fluorescence polarization; higher % means a stronger effect; 290,000 compounds, 0.02% hits;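 active = displacement of at least 50% at 20 µM, with a fluorescence ratio check between 0.3 and a set limit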;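 also: plate controls were Siah plus tracer with DMSO for no effect and tracer alone without Siah for full effect; strong numbers were not always called active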
LYP inhibition – inhibitors of LYP phosphatase, biochemical, fluorescence intensity, uHTS (AID 1779) | Tyrosine-protein phosphatase non-receptor type 22 (Homo sapiens) | 290,000 compounds, 0.054% hits | inhibition, % at 11.5 µM, or IC50 in µM where a hit was titrated | recombinant LYP phosphatase, fluorescence intensity; higher % means a stronger effect; in the data active = inhibition above about 50%;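 also: plate controls were vehicle with enzyme for no effect and no enzyme for full effect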
HIV fusion peptide – inhibitors of HIV fusion peptide binding, primary screen, biochemical, uHTS, fluorescence dequenching (AID 1986); cell-free peptide binding, fluorescence dequenching, 30 min; higher % means a stronger effect; one-dose inhibition, % at 20 µM; IC50 in µM for titrated hits; 290,000 compounds, 0.3% hits; in the data active = inhibition mostly above about 52%, no sharp cut-off; inactive = mostly below about 76%; also: some results filed as inactive read as strong as hits
XIAP antagonists – XIAP antagonists, biochemical, IAP family, fluorescence polarization (AID 1018); one-dose displacement, % at 20 µM; IC50 in µM for titrated hits; 200,000 compounds, 0.007% hits; E3 ubiquitin-protein ligase XIAP (Homo sapiens); XIAP BIR domain, fluorescence polarization peptide displacement; higher % means a stronger effect; in the data active = displacement above about 50%; also: a part of the inactive calls stands beside numbers as strong as those of hits
AID2073 – inhibitors of Mint1-CaV2.2 protein interaction, biochemical, HTRF (AID 2073); HTRF protein-protein interaction, Mint1-CaV2.2; higher % means a stronger effect; inhibition, % at 20 µM, or IC50 in µM where a hit was titrated; 290,000 compounds, 0.19% hits; in the data active = inhibition mostly above about 51%, no sharp cut-off; inconclusive = no clear call, values can overlap the other calls; inactive = mostly below about 53%; also: some results filed as inactive read as strong as hits
RSV antiviral HEp-2 – RSV antiviral activity via CPE protection, HEp-2 cells, primary 10 µM value included (AID 2391) | HEp-2 cells, RSV-induced CPE inhibition; higher % means a stronger effect | one-dose CPE inhibition, % at 10 µM; IC50 in µM for titrated hits | 310,000 compounds, 0.13% hits; in the data active = a potency from the dose series; inconclusive = CPE inhibition mostly from about 23% at the one dose, without a potency; inactive = the rest, 99 in 100 with CPE inhibition below about 21%; also: strong numbers were not always called active
MgcRacGAP inhibition – MgcRacGAP GTPase-activating activity inhibitors, confirmation, biochemical, ADP Hunter fluorescence. MgcRacGAP-stimulated Rac1 GTP hydrolysis, ADP Hunter fluorescence; higher % means a stronger effect; GST-tagged Rac1 F28L mutant substrate. inhibition, % at 30 µM, or IC50 in µM where a hit was titrated. 340,000 compounds, 0.6% hits;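 active = first-screen hits whose inhibition reached a set limit at any dose in the follow-up dose series; inconclusive = inhibition above the set first-screen limit but never retested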;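 also: fluorescence reports GDP produced by GAP-driven GTP hydrolysis; strong numbers were not always called active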
NS5 inhibitors – Dengue-2 NS5 methyltransferase inhibitors, primary screen, biochemical, confirmation dose response (AID 588689); Dengue-2 NS5 methyltransferase capping enzyme assay, biochemical; higher % means a stronger effect; inhibition, % at 25 µM, or IC50 in µM where a hit was titrated; 340,000 compounds, 0.3% hits; in the data active = a potency from the dose series; inconclusive = inhibition above about 29% without an active follow-up result
NS5 inhibitors pilot replicate – further read-out of NS5 inhibitors, marked with its call; inhibition, %; measured here: pilot screen replicate inhibition
* hit, by the source's call; ? = inconclusive; · = no result given.

SMILES	SV40 large T antigen	Siah-1 displacement	LYP inhibition	HIV fusion peptide	XIAP antagonists	AID2073	RSV antiviral HEp-2	MgcRacGAP inhibition	NS5 inhibitors	others
Cc1ccc(-n2c(C)cc(/C=N/NC(=O)CN(c3ccc(C)cc3C)S(C)(=O)=O)c2C)cc1	22%	6%	-2%	-1.8%	-2.7%	-5%	2.0%	1%	3%
COC(=O)CSc1nc2ccccc2c(=O)n1Cc1ccccc1	11%	-1%	-7%	-1.1%	·	17%	3.7%	-12%	-1%
CCOC(=O)C1=C(COC(=O)/C=C/c2ccc(Cl)cc2)NC(=O)NC1C (stereo not drawn)	5%	6%	-9%	1.9%	·	2%	1.1%	4%	-3%
O=C(Nc1cnc2ccccn2c1=O)c1ccc(F)cc1	8%	5%	-6%	-1.9%	0.9%	?	1.0%	2%	-6%
Cc1ccc(S(=O)(=O)N2[C@@H](c3ccccc3)C(C(=O)O)=CC[C@H]2c2cccc(C)c2)cc1	19%	·	·	·	·	·	4.5%	6%	0%
CN(C)c1nc(N)c([N+](=O)[O-])c(NCCO)n1	1%	4%	-4%	-2.0%	-13%	4%	2.1%	10%	5%
Cc1cc(C)n(CC(=O)NN)n1	22%	-2%	-2%	0.6%	-2.5%	-3%	-1.0%	10%	-4%
Cn1c(SCC(=O)N2CCCCC2)nc2cccnc21	10%	3%	-4%	2.2%	-4.2%	7%	0.0%	5%	90%
CCc1ccccc1NC(=O)NCc1ccccn1	6%	11%	-9%	1.7%	·	-4%	1.2%	8%	1%
Cc1ncoc1C(=O)Nc1ccc2c(c1)OCCO2	6%	1%	-3%	169%	-4.3%	1%	0.1%	13%	3%
CN(/N=C\c1ccc(O)c(O)c1)c1nc(-c2ccccc2)cc(-c2ccccc2)n1	24%	-7%	0%	5.1%	-9.1%	-22%	?	9%	1%
CC(=O)Nc1ccc(NC(=O)CSc2nnnn2-c2ccccc2F)cc1	10%	-2%	-9%	-0.4%	·	3%	2.4%	-6%	-8%
O=C(CCN1C(=O)/C(=C\c2cccs2)SC1=S)NC1=NCCS1	21%	6%	-5%	0.8%	-4.0%	-8%	0.7%	8%	4%
CCCn1c2c(c(O)c(C(=O)Nc3ccc(OCC)cc3)c1=O)CCCC2	5%	4%	0%	1.0%	0.6%	8%	1.5%	4%	3%
CC1CCCN(C(=O)COc2ccc(Nc3ccccc3)cc2)C1 (stereo not drawn)	33%	-4%	-5%	-2.2%	-4.9%	16%	?	25%	-1%
O=C1CCc2cc(S(=O)(=O)NCc3ccc(F)cc3)cc3c2N1CCC3	6%	·	·	·	·	·	-0.5%	5%	-8%
Cc1nc(N2CCOCC2)nc(N2CCN(c3ccccc3)CC2)c1[N+](=O)[O-]	9%	1%	0%	1.1%	-4.1%	14%	1.7%	5%	-2%
O=C(c1cccc(C(F)(F)F)c1)C1CCCN(Cc2cccn2-c2ccccn2)C1 (stereo not drawn)	5%	0%	6%	-1.3%	-6.4%	2%	-0.4%	10%	-11%
CCc1nc(SC)[nH]c(=O)c1C	11%	1%	1%	0.7%	-7.0%	13%	11%	3%	-10%
O=C(NCCCN1CCOCC1)c1ccc(Cl)cc1Cl	0%	-6%	-9%	-1.6%	·	10%	1.2%	6%	0%
Cc1cc(NC(=O)Cn2cc([N+](=O)[O-])cn2)no1	18%	0%	5%	-1.4%	-18%	13%	1.5%	10%	-2%
Cc1ccc2nc(-c3cccc(-c4cccc(Cl)c4)c3)c(NCc3ccccc3)n2c1	-3%	·	·	·	·	·	1.8%	9%	0%
CC(=O)N1c2ccc(S(=O)(=O)NCCC(=O)NCc3ccc(N(C)C)cc3)cc2CC1C (stereo not drawn)	8%	3%	-15%	0.3%	·	-2%	1.2%	1%	9%
Cc1cc(C)n(C(C)CC(=O)N2CCc3ccccc32)n1 (stereo not drawn)	1%	-3%	-9%	-1.1%	·	5%	-0.2%	8%	-4%
Cc1ccc(CN2CCN(Cc3cn(C)nc3-c3ccccc3)CC2CCO)o1 (stereo not drawn)	5%	-3%	-9%	-0.3%	-2.4%	0%	-0.4%	12%	0%
(listing goes on)
SMILES	SV40 large T antigen	Siah-1 displacement	LYP inhibition	HIV fusion peptide	XIAP antagonists	AID2073	RSV antiviral HEp-2	MgcRacGAP inhibition	NS5 inhibitors	others
COc1ccc(OC)c(C(=O)c2ccc(C(=O)Nc3ccc4ccccc4c3)cc2)c1	-11%	7%	3%	3.2%	-4.5%	15%	3.7%	2%	4%
CCC(C)OC(=O)C1=C(C)NC2=C(C(=O)C(C(=O)OC)C(C)C2)C1c1ccc(N(C)C)cc1 (stereo not drawn)	12%	-1%	0%	-3.8%	-0.5%	2%	7.7%	11%	-5%
O=C1CCCN1Cc1ccccc1	9%	-2%	-10%	0.5%	·	-1%	-0.1%	-8%	0%
O=[n+]1c2c(n([O-])c3ccccc31)CCCC2	4%	-1%	2%	4.1%	-14%	67%	0.6%	5%	6%
COC(C(=O)NNS(=O)(=O)c1ccc([N+](=O)[O-])cc1)c1ccccc1 (stereo not drawn)	24%	6%	-2%	-0.4%	·	2%	1.8%	5%	-2%
O=C(COc1ccc(Cl)cc1)NCCSCc1ccccc1Cl	0%	2%	-5%	-2.7%	9.3%	3%	8.9%	5%	-4%
CC(NC(=O)C1CCCCC1)c1ccc2c(c1)OCCO2 (stereo not drawn)	1%	-3%	1%	0.8%	-3.6%	0%	1.0%	6%	6%
O=C1CC(c2ccc(Cl)cc2)CC(=O)C1CS(=O)(=O)c1ccccc1 (stereo not drawn)	5%	3%	-9%	13%	-7.1%	-21%	1.1%	10%	5%
CNS(=O)(=O)c1ccc(NC(=O)c2ccc(Cl)cc2Cl)cc1	16%	5%	-9%	2.4%	-14%	1%	0.8%	9%	-4%
COc1ccccc1NC(=O)Cc1ccsc1	1%	-1%	-9%	-0.9%	·	4%	0.5%	2%	-4%
CCc1ccc(-c2cc(C)no2)cc1S(=O)(=O)N1CCOc2ccccc21	1%	0%	-7%	-1.0%	·	0%	11%	1%	-3%
COCc1nnc(NC(=O)CC(C)C)s1	8%	0%	0%	0.1%	-5.3%	-4%	1.4%	2%	-2%
Cn1cc(P(=S)(N2CCOCC2)N2CCOCC2)cc1P(=S)(N1CCOCC1)N1CCOCC1	8%	7%	-6%	-0.4%	-2.9%	4%	-1.6%	7%	-1%
CC(C)NC(=O)CN(c1cccc([N+](=O)[O-])c1)S(=O)(=O)c1ccccc1	10%	1%	-6%	0.1%	-8.5%	4%	0.3%	1%	6%
Cc1ccc(S(=O)(=O)Cn2nnnc2C(C)N2CCN(C(=O)c3ccco3)CC2)cc1 (stereo not drawn)	11%	2%	-10%	-0.9%	-22%	9%	1.7%	4%	-3%
COc1ccc(N/N=C(/C(C)=O)N2CCCc3ccccc32)cc1	12%	0%	12%	-0.1%	·	-5%	3.3%	13%	8%
O=C(c1ccc([N+](=O)[O-])cc1Cl)N1CCN(c2ccccn2)CC1	12%	8%	-3%	0.4%	·	0%	1.4%	11%	6%
COc1ccc(NC(=O)Cn2nnc(C(=O)NCCc3ccccc3)c2N)cc1	6%	27%	-7%	4.8%	-3.8%	2%	0.6%	2%	-8%
NC(N)=NC1=NC(=O)C(Cc2ccccc2)S1 (stereo not drawn)	13%	3%	-10%	-2.3%	-5.1%	-7%	1.4%	4%	5%
C/C(CC(=O)Nc1ccc(C)c(Cl)c1)=N\NC(=O)Cc1cnc(N)s1	12%	4%	-4%	-1.5%	-5.2%	-3%	1.6%	6%	-3%
CCOC(=O)/C(C#N)=C1/C=CN(Cc2ccccc2)C=N1	-7%	3%	0%	1.5%	-3.1%	23%	0.4%	6%	0%
Cc1ccc(Cn2c(=N)n(CC(=O)c3ccccc3)c3ccccc32)cc1	9%	3%	-3%	-0.5%	15%	11%	13%	-11%	-1%
COc1ccc(C(C(=O)NC2CCCCC2)N(C(=O)Cc2c[nH]c3ccccc23)c2ccc(NC(C)=O)cc2)cc1OC (stereo not drawn)	7%	2%	5%	-2.0%	-5.9%	5%	2.7%	2%	-8%	NS5 inhibitors pilot replicate=-6.4
CSc1ncc2c(=O)[nH]c(-c3ccccc3)nc2n1	7%	4%	-6%	3.0%	·	12%	1.5%	4%	-5%
Brc1ccc(-c2nnc3sc(CN4CCN(c5ccccc5)CC4)cn23)cc1	23%	4%	-1%	0.7%	-0.3%	16%	0.5%	6%	7%

13 compounds from above, sorted by number of heavy atoms, rising.
SMILES	SV40 large T antigen	Siah-1 displacement	LYP inhibition	HIV fusion peptide	XIAP antagonists	AID2073	RSV antiviral HEp-2	MgcRacGAP inhibition	NS5 inhibitors	others
COCc1nnc(NC(=O)CC(C)C)s1	8%	0%	0%	0.1%	-5.3%	-4%	1.4%	2%	-2%
O=[n+]1c2c(n([O-])c3ccccc31)CCCC2	4%	-1%	2%	4.1%	-14%	67%	0.6%	5%	6%
NC(N)=NC1=NC(=O)C(Cc2ccccc2)S1 (stereo not drawn)	13%	3%	-10%	-2.3%	-5.1%	-7%	1.4%	4%	5%
CSc1ncc2c(=O)[nH]c(-c3ccccc3)nc2n1	7%	4%	-6%	3.0%	·	12%	1.5%	4%	-5%
CC(NC(=O)C1CCCCC1)c1ccc2c(c1)OCCO2 (stereo not drawn)	1%	-3%	1%	0.8%	-3.6%	0%	1.0%	6%	6%
O=C(COc1ccc(Cl)cc1)NCCSCc1ccccc1Cl	0%	2%	-5%	-2.7%	9.3%	3%	8.9%	5%	-4%
COC(C(=O)NNS(=O)(=O)c1ccc([N+](=O)[O-])cc1)c1ccccc1 (stereo not drawn)	24%	6%	-2%	-0.4%	·	2%	1.8%	5%	-2%
CC(C)NC(=O)CN(c1cccc([N+](=O)[O-])c1)S(=O)(=O)c1ccccc1	10%	1%	-6%	0.1%	-8.5%	4%	0.3%	1%	6%
Brc1ccc(-c2nnc3sc(CN4CCN(c5ccccc5)CC4)cn23)cc1	23%	4%	-1%	0.7%	-0.3%	16%	0.5%	6%	7%
COc1ccc(NC(=O)Cn2nnc(C(=O)NCCc3ccccc3)c2N)cc1	6%	27%	-7%	4.8%	-3.8%	2%	0.6%	2%	-8%
CCC(C)OC(=O)C1=C(C)NC2=C(C(=O)C(C(=O)OC)C(C)C2)C1c1ccc(N(C)C)cc1 (stereo not drawn)	12%	-1%	0%	-3.8%	-0.5%	2%	7.7%	11%	-5%
Cn1cc(P(=S)(N2CCOCC2)N2CCOCC2)cc1P(=S)(N1CCOCC1)N1CCOCC1	8%	7%	-6%	-0.4%	-2.9%	4%	-1.6%	7%	-1%
COc1ccc(C(C(=O)NC2CCCCC2)N(C(=O)Cc2c[nH]c3ccccc23)c2ccc(NC(C)=O)cc2)cc1OC (stereo not drawn)	7%	2%	5%	-2.0%	-5.9%	5%	2.7%	2%	-8%	NS5 inhibitors pilot replicate=-6.4
